Gal4-VP16 FLuc: Gal4-VP16 reporter inhibition counter-screen; Drosophila S2 Gal4-VP16 UAS-luciferase, luminescence, 20 h; Potency, µM (top dose mostly 53.6 µM), inactives show top-dose activity, negative = inhibition, most hits filed as inhibitors; 310,000 compounds, 3.5% hits; AID 2546;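 further: Gal4-VP16 expression switched on by copper sulfate through the metallothionein promoter; on the % scale 0 is the no-effect control and ±100 the full control effect; nearly all actives have a fitted effect of over 50% in size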
ELG1 genotox: induces genotoxicity in HEK293T cells with luciferase-tagged ELG1; Potency, µM (highest dose often 46 µM), for the others: top-dose activity change, positive = activation, hits mostly activators; 330,000 compounds, 1.3% hits; AID 504466; HEK293T ELG1-luciferase reporter, luminescence, 16 h; further: % of control where 0% means no effect; nearly all actives have a fitted effect of over 60% in size
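Step 1: seed 2,000 HEK293T ELG1-luciferase cells per well. Step 2: add compound or DMSO, incubate 16 hr at 37 °C. Step 3: ONE-Glo, 30 min at room temperature, read luminescence.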
p53 reactivator: restores transcriptional activity of mutant p53; H1299 p53-A138V BP100-luciferase reporter, luminescence, 24 h; AID 504706; 320,000 compounds, 0.063% hits; Potency, µM (doses to about 92.2 µM), for the others: at the top dose activity change, positive = activation, hits mostly activators; further: % of control where 0% means no effect; nearly all actives have a fitted effect of over 45% in size
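p53-null H1299 cells stably carrying temperature-sensitive p53-A138V and a BP100-luciferase reporter were pinned with compounds (4-point, 1:5 series) and held 24 hrs at 37 deg C. Luminescence was read 10 min after detection reagent.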
NPC1 promoter act: activators of NPC1 promoter. 320,000 compounds, 2.4% hits. Potency, µM (highest dose often 9.22 µM), for inactives: top-dose activation, actives largely listed as activators. AID 485313. Huh7 NPC1 promoter luciferase reporter, 24 h;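 further: % of control where 0% means no effect; nearly all actives have a fitted effect of over 60% in size; reporter is driven by a mutant NPC1 promoter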
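Cells: Huh7 expressing luciferase under the NPC1 promoter, 1500/well. Seeded 2 h, compound added, incubated 24 h at 37 °C. Luciferase reagent, 10 min ambient, then luminescence.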
Rab9 prom act: activators of Rab9 promoter | 320,000 compounds, 2.8% hits | Huh7 Rab9 promoter-luciferase reporter, luminescence, 24 h | Potency, µM (series often up to 9.22 µM), without a hit: at the highest dose activation, negative = inhibition, hits mostly activators | AID 485297; further: % of control where 0% means no effect; nearly all actives have a fitted effect of over 60% in size
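Huh7 cells stably carrying a Rab9 promoter-luciferase reporter, 1500 cells per well in OP-MEM I with 10% FBS, treated with compound 24 hours at 37C. Luciferase activity read by luminescence after 10 minutes with Amplite reagent.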
MBNL1-CUG inh: blocks human MBNL1 binding to CUG repeat RNA | Q9NR56 | TR-FRET MBNL1-His/biotin-(CUG)12 binding, 665/545 ratio | Potency, µM (doses to about 57.5 µM), without a hit: at the highest dose activity change, negative = inhibition, most hits filed as inhibitors | 280,000 compounds, 0.036% hits | AID 2675; active means well fitted inhibition curve with a large enough effect in the signal ratio, with a control signal flat, not every such curve was filed as active; inconclusive means small, poorly fitted or top-dose-only effect, or effect the other way, or a change in a side signal; inactive means no such curve, though single readings can be large or run the other way; the % refers to the signal ratio; further: on the % scale 0 is the no-effect control and ±100 the full control effect
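TR-FRET between His-tagged MBNL1 and biotin-(CUG)12 RNA, detected with Tb anti-His antibody (0.055 ng/ul) and streptavidin-XL665 (5 nM), 60 min at room temperature. Compounds titrated 92 nM to 58 uM; 665/545 nm ratio normalized to buffer and complex controls.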
RORg inh: inhibitors of mouse ROR gamma transcriptional activity; Potency, µM (top dose mostly 53.6 µM), inactives show at the top dose activity change, negative = inhibition, most hits filed as inhibitors; P51450; 310,000 compounds, 5.4% hits; Drosophila S2 Gal4-RORgamma UAS-luciferase reporter, 20 h; further: on the % scale 0 is the no-effect control and ±100 the full control effect; nearly all actives have a fitted effect of over 60% in size
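ROR gamma transcriptional activity was tracked as Gal4-UAS luciferase output in stably transfected Drosophila Schneider cells, with compound added 1 hr before 700 uM copper sulfate induction and a 20 hr ambient-temperature incubation.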
MLL CXXC-DNA inh: inhibitors of human MLL CXXC domain-DNA interaction; Q03164; MLL-CXXC / FITC-HOXA9 DNA fluorescence polarization; Potency, µM (titrated, usually from 115 µM), for inactives: at the top dose activity change, negative = inhibition, usual class: inhibitors; 290,000 compounds, 0.037% hits; AID 2662; active means well fitted inhibition curve with a large enough effect in the polarisation, with a control signal flat, not every such curve was filed as active; inconclusive means small, poorly fitted or top-dose-only effect, or effect the other way, or a change in a side signal; inactive means no such curve, though single readings can be large or run the other way; the % refers to the polarisation
Target sequence (Q03164 whole entry, looked up, the tested form may be a part): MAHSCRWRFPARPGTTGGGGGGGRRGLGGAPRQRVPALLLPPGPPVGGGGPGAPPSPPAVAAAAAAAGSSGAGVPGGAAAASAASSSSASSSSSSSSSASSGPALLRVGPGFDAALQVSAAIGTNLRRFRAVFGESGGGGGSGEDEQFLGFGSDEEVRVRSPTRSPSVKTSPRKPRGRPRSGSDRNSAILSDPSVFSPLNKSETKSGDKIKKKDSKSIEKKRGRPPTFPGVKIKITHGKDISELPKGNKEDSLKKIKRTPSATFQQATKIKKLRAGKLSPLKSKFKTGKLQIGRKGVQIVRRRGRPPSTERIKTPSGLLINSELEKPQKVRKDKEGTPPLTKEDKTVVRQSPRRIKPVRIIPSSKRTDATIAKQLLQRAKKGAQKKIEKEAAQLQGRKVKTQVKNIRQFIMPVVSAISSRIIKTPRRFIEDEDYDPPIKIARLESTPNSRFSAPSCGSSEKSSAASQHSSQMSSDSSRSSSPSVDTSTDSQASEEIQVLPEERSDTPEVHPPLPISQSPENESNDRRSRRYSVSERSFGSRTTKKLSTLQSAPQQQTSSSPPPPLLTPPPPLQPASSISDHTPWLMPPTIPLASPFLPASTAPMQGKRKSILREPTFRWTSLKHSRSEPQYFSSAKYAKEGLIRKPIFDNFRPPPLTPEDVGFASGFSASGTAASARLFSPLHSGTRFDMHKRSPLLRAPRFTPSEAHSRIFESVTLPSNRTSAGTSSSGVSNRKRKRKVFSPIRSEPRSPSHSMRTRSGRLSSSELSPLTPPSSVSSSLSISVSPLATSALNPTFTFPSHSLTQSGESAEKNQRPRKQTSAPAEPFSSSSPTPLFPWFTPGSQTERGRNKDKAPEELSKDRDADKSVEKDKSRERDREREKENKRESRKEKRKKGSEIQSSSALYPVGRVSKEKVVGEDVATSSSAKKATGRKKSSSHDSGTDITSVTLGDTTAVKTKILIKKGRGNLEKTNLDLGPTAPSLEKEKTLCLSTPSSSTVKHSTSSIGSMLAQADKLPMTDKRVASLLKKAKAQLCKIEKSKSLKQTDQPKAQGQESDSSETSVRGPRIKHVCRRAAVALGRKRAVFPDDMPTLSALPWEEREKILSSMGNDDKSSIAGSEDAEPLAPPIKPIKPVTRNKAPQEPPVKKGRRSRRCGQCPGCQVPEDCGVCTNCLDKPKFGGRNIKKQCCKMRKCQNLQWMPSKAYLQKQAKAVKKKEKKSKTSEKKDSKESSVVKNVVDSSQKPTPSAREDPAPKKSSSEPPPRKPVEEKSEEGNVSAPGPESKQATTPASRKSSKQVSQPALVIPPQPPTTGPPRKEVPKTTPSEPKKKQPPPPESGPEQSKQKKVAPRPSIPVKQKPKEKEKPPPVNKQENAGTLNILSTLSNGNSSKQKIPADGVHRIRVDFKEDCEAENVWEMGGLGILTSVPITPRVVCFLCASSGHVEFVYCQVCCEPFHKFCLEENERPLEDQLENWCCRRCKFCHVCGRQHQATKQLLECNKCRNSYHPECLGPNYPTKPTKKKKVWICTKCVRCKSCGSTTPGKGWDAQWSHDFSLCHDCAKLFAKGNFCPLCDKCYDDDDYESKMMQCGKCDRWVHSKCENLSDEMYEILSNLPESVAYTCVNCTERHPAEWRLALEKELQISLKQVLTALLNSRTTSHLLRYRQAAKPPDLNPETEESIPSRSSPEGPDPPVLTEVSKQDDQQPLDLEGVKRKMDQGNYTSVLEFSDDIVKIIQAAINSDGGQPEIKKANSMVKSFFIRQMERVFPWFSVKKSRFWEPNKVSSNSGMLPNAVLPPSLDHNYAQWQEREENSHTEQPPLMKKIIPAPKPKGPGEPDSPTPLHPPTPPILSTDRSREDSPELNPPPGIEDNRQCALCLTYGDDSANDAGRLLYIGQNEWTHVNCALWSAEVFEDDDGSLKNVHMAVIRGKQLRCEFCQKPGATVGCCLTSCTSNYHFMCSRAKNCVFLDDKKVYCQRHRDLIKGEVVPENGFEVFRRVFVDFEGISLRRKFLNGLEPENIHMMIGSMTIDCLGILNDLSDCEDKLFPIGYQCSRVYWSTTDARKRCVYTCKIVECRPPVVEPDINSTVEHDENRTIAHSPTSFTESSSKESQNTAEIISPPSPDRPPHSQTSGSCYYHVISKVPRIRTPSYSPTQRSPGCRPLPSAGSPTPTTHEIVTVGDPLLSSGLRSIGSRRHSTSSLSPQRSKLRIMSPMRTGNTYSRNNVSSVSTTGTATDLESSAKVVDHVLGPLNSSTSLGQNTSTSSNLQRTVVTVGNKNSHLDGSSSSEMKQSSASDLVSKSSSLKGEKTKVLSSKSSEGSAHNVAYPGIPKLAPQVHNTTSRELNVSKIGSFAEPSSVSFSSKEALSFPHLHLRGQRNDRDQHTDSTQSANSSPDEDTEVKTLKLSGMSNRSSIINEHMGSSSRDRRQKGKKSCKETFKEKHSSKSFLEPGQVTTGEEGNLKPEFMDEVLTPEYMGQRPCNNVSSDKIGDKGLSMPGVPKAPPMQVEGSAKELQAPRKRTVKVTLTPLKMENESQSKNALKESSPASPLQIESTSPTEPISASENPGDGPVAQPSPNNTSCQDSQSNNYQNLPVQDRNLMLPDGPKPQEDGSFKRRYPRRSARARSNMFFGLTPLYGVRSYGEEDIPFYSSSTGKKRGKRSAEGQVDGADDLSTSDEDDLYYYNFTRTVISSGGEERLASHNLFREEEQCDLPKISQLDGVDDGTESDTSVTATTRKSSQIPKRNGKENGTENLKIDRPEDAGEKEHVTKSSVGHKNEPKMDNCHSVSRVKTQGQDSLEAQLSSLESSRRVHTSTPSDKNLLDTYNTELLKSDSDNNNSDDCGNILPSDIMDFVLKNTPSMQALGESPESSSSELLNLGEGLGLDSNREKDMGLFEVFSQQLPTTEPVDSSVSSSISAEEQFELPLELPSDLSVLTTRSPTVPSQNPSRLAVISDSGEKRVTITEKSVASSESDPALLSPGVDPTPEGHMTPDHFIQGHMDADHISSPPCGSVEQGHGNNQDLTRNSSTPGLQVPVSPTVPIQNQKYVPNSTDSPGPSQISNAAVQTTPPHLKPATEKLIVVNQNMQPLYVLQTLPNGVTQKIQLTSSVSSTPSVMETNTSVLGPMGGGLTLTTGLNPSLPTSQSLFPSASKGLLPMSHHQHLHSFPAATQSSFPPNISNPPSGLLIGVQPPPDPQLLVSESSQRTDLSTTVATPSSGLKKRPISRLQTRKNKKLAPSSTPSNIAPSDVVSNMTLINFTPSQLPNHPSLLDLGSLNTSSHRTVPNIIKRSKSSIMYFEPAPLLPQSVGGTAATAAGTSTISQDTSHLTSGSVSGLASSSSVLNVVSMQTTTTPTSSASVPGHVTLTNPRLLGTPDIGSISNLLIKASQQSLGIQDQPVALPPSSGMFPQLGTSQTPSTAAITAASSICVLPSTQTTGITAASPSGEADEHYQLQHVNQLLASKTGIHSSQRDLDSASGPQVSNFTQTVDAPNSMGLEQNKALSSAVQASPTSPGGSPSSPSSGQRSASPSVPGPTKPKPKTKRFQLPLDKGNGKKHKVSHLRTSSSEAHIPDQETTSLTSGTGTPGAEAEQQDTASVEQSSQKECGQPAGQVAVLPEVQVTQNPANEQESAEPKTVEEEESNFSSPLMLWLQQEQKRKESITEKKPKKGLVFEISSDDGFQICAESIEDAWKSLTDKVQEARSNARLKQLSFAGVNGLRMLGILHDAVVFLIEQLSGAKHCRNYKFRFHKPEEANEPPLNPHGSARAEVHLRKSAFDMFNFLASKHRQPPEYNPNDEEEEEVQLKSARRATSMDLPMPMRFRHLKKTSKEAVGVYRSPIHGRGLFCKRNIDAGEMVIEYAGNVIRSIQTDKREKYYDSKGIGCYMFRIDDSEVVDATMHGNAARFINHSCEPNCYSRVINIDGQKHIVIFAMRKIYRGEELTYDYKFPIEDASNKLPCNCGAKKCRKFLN
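Steps: dispense CXXC domain solution (7 uM) → pin compounds or unlabeled HOX-A9 DNA control → 5 min ambient → add FLSN-HOX-A9 solution (50 nM) → spin → 30 min ambient → fluorescence polarization. Tris pH 7.5/NaCl/DTT/BSA buffer.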
BRCA1 expr act: BRCA1 expression activation; MCF7-BRCA1-FFLuc reporter, luminescence, 48 h; response scale: scaled: vehicle 0%, 10 µM genistein 100%; Potency, µM (titrated, usually from 46.1 µM), for inactives: top-dose activation, most hits filed as activators; 380,000 compounds, 1.1% hits; AID 624202; further: nearly all actives have a fitted effect of over 80% in size; some results filed as inactive show a strong effect at the top dose
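MCF7-BRCA1-FFLuc cells, 2000/well in phenol-red-free MEM, attached 2 h then treated 48 h at 37 C. Luciferase luminescence read 15 min after reagent; normalized to genistein maximum activation (10microM) and DMSO, concentration-response fitted.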
FLuc modulator: firefly luciferase modulation, counter-screen for miR-21 project. purified FLuc, Km substrates, luminescence inhibition. Potency, µM (top dose mostly 57.5 µM), without a hit: at the top dose activity change, negative = inhibition, usual class: inhibitors. 360,000 compounds, 6.9% hits. AID 588342;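 further: plate controls were vehicle for no effect and reference inhibitor for full effect; nearly all actives have a fitted effect of over 55% in size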
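Purified P. pyralis luciferase (10nM final) with 10uM D-luciferin and 10uM ATP (Km levels) in 50mM Tris acetate pH 7.5, 10mM Mg acetate, 0.01% Tween-20, 0.05% BSA; qHTS 6-point titration, ~60 µM downward; luminescence read.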
uPA surface inh: inhibitors of cell surface uPA generation; cell surface uPA generation assay, qHTS; Potency, µM (series often up to 38.3 µM), inactives show at the highest dose activity change, negative = inhibition, usual class: inhibitors; 330,000 compounds, 0.31% hits; AID 540303; active means well fitted inhibition curve with a large enough effect; inconclusive means small, poorly fitted or top-dose-only effect; inactive means no such curve, though single readings can be large or run the other way; tested in mouse RAW 264.7 cells; further: on the % scale 0 is the no-effect control and ±100 the full control effect; nearly all actives have a fitted effect of over 55% in size
* marks the source's active call; other numbers are inactive results; ? = inconclusive; . = not tested or not shown; & = joins results of further samples; [ ] = another dose, or the depositor's remark. Unless noted, the call rests on the fitted dose curve; in most records, active means well fitted curve in the direction sought with a large enough effect; inconclusive means small, poorly fitted or top-dose-only effect, or another doubt; inactive means no such curve, though single readings can be large; an effect the other way counts as inactive or inconclusive. Potency means the concentration at half of the fitted maximal effect.

Order of results: Gal4-VP16 FLuc	ELG1 genotox	p53 reactivator	NPC1 promoter act	Rab9 prom act	MBNL1-CUG inh	RORg inh	MLL CXXC-DNA inh	BRCA1 expr act	FLuc modulator	uPA surface inh
O=C(CN1C(=O)c2ccccc2C1=O)Nc1ccccc1
  11.7%	3.5%	3.7%	-12.5%	-2.0%	8.1%	-1.8%	-3.7%	-3.4%	0.6%	4.6%
CCOC(=O)N1CCN(c2cc3nccnc3cc2F)CC1
  -6.4%	-23.3%	-7.2%	1.2%	-2.4%	12.8%	1.2%	0.1%	-0.3%	2.5%	11.5%
O=C(Cn1cc(C(F)(F)F)cc(Cl)c1=O)NCc1ccc(F)cc1
  1.3%	?	?	?	?	2.6%	-3.0%	-6.6%	11.2µM*	?	-5.8%
CN(C)/C=N/c1nc2ncc(-c3ccc(Cl)cc3)c(/N=C/N(C)C)n2n1
  3.0%	1.1%	1.6%	-2.2%	-3.8%	13.1%	26.1%	0.5%	0.0%	6.1%	-3.4%
C/C(=N\NC(=O)c1ccc(CSc2nncn2C)cc1)c1ccc(C#N)cc1
  -8.0%	0.5%	2.1%	-4.1%	-4.9%	17.9%	18.8%	?	0.8%	5.6%	4.8%
CC(C)n1cc(C(=O)N2CCCC(N3CCN(c4cccc(Cl)c4)CC3)C2)cn1 (configuration not stated)
  3.7%	-3.9%	9.5%	-2.4%	-7.1%	1.1%	32.3%	2.1%	-17.7%	1.9%	3.5%
CC(Sc1ccc(S(=O)(=O)N2CCCCCC2)cn1)C(N)=O (configuration not stated)
  .	-0.5%	-3.6%	-9.8%	1.5%	.	.	.	2.0%	-3.5%	1.6%
Cc1cc(C)c(NC(=O)CN2CCN(C)CC2)c(C)c1
  13.1%	7.6%	9.1%	10.9%	-2.6%	-24.5%	?	-6.4%	4.9%	-19.3%	3.7%
O=C(c1cc(COc2ccc3c(c2)CCCC3)on1)N1CCCC1
  -5.2%	18.3µM*	24.3%	2.82µM*	3.98µM*	-2.7%	10.4%	12.5%	.	10.7µM*	.
Cc1cc(C)cc(N2C(=O)C3CC=CCC3C2=O)c1 (configuration not stated)
  -12.6%	-5.3%	-15.9%	0.9%	-1.4%	-4.8%	16.3%	-0.3%	0.3%	-36.0%	1.4%
Nc1cc(=O)[nH]c(SCc2ccc(Cl)cc2Cl)n1
  ?	9.1%	-7.7%	-19.4%	-26.1%	-12.2%	1.7%	-9.0%	-24.7%	0.8%	16.4%
COc1ccccc1N(CC(=O)NCC1CCCO1)C(=O)CCC(=O)Nc1cc(C)on1 (configuration not stated)
  -1.3%	3.2%	0.6%	-2.6%	2.2%	1.0%	0.9%	-5.7%	-10.1%	0.9%	-4.6%
COc1ccc(NC(=O)CN(C)C(=O)c2ccc(NS(=O)(=O)c3ccc(F)cc3)cc2)cc1
  .	10.9%	-1.6%	-2.9%	3.8%	.	.	.	2.1%	?	-3.3%
Cc1cccc(CCNC(=O)c2cc(S(=O)(=O)N3CCCCC3)c[nH]2)c1
  0.7%	0.2%	.	-6.0%	-7.1%	-0.8%	?	12.9%	-6.8%	-12.5%&-0.3%	8.1%
COc1cccc(NC(=O)CCCOc2cc(=O)n(C)c3ccccc23)c1
  -0.4%	?	-9.5%	1.7%	-12.3%	-3.1%	-25.4%	5.2%	1.1%	-3.0%	-2.8%
Cc1ccc(NC(=O)CC2CCCC2)c(Br)c1
  -3.2%	?	?	?	?	-2.3%	-5.6%	9.3%	12.6µM*	15.1µM*	0.1%
COc1cc(/C=C2\SC(=O)N(CC(=O)Nc3ccc(C)cc3)C2=O)cc(Cl)c1OCC(=O)O
  -1.2%	-1.0%	.	0.7%	-2.3%	-1.5%	-1.3%[1.91 µM]	?	8.9%	4.2%	1.3%
COC(=O)/C=C1\C(=O)N(c2nc3ccc(OC)cc3s2)C(=S)N1c1ccc(F)cc1
  1.6%[0.365 µM]	0.7%	-4.2%	1.6%	1.9%	?	?	6.5%	.	0.7%	.
CCCCNC(=O)c1onc(CSc2ccc(F)cc2)c1C(=O)O
  -9.6%	-1.6%	1.1%	1.0%	-2.5%	2.1%	12.1%	-20.9%	-5.9%	-17.9%	-6.5%
O=C(NNC(=O)c1ccccc1C(=O)O)c1ccc(O)cc1
  ?	2.5%	-2.2%	-2.6%	-4.9%	8.4%	0.316µM*	-0.3%	2.6%	-17.5%	-3.2%
CCOC(=O)C1=C(c2ccccc2)NC(=O)NC1c1ccc(OC)cc1OC (configuration not stated)
  8.8%	0.0%	10.7%	-2.2%	1.9%	2.1%	0.6%	14.2%	2.9%	-1.6%	-1.2%
COc1cc(CNCCSc2nnnn2C)cc(Br)c1OCc1ccccc1F
  -4.3%	1.6%	-4.9%	-0.3%	4.7%	2.5%	29.8%	-2.8%	-0.3%	-1.1%	-1.9%
CCOC(=O)C1CC(c2ccccc2)=NNC1=O (configuration not stated)
  0.4%[10 µM]	-0.3%	6.7%	-8.4%	?	-3.9%	-4.0%	2.3%	25.6%	3.0%	-1.0%
CCCN(CCC)c1ccc(C(O)c2nnc(-c3ccccc3)o2)cc1 (configuration not stated)
  ?	-5.4%	4.1%	18.7%	25.4%	2.5%	?	-0.9%	24.9%	?	0.6%
Cc1ccc(NC(=O)Cn2ccsc2=N)c([N+](=O)[O-])c1
  -5.6%	-4.4%	10.5%	-1.1%	-1.0%	?	-1.2%	7.6%	-24.2%	0.9%	0.5%
CN(C)C(=O)c1ccc(NC(=O)c2cccc(S(=O)(=O)N3CCCc4ccccc43)c2)cc1
  .	?	-4.5%	0.5%	-2.9%	.	.	.	-53.9%	-4.5%	-0.8%
CS(=O)(=O)c1ccc(C(=O)OCc2nnc(-c3ccccc3)o2)cc1[N+](=O)[O-]
  12.6µM*	-4.2%	-9.5%	-1.6%	-3.6%	?	15.8µM*	?	4.9%	-8.0%	-12.3%
CNC(=O)c1ccc(Oc2ccc(C(=O)NC)cc2)cc1
  -14.5%	1.7%	-5.8%	0.3%	-2.5%	9.6%	-3.6%	-5.4%	-9.5%	-0.5%	.
O=C(Nc1nnc(COc2ccccc2)s1)Nc1ccccc1F
  -3.1%	2.4%	-2.2%	0.2%	0.5%	-2.4%	-7.2%	-6.8%	8.2%	-0.2%	4.0%
CCn1c(C)nc2cc(S(=O)(=O)C(F)(F)C(F)C(F)(F)F)ccc21 (configuration not stated)
  3.98µM*	2.8%	8.1%	10.1%	-1.9%	-7.0%	-25.3%	-3.2%	-15.9%	-8.3%	.
CCOC(=O)CCCNC(=O)CSc1nnc(-c2ccccc2)c(-c2ccccc2)n1
  -10.5%	-2.2%	-2.6%	-3.6%	-0.6%	?	2.6%	0.6%	-34.0%	0.9%	2.6%
Cc1c(NC(=O)CN2CCN(c3cccc(Cl)c3)CC2)c(=O)n(-c2ccccc2)n1C
  -4.0%	-1.2%	3.4%	-5.5%	-1.4%	.	9.9%	0.3%	-9.8%	3.8%	-6.8%
S=c1[nH]nc(-c2ccco2)n1/N=C/c1ccccc1
  0.7%	-1.4%	3.4%	2.8%	-7.3%	3.2%	?	-6.5%	-7.9%	-4.2%	-1.0%
Cc1ccc(NC(=O)CN2C(=O)C(C)Oc3ccccc32)nc1 (configuration not stated)
  -1.3%	2.3%	-2.4%	-1.9%	-6.0%	-0.6%	-22.1%	0.4%	-0.2%	-0.7%	.
CC1CCCCC1NC(=O)CCNC(=O)N1CC(=O)Nc2ccccc21 (configuration not stated)
  3.8%	0.3%	4.8%	-12.1%	21.3%	-4.6%	-2.3%	-9.1%	3.3%	1.0%	0.3%
N#Cc1c(-c2ccccc2)c(-c2ccccc2)nn(CC(=O)NNC(=O)Nc2ccccc2)c1=O
  -19.5%	-2.8%	1.4%	-20.9%	-15.3%	?	2.8%	-2.6%	-80.2%	-3.0%	?
Cc1cc(NCCCn2ccnc2)n2ncc(-c3ccccc3)c2n1
  7.94µM*	0.291µM*	-4.9%	0.398µM*	0.112µM*	-3.8%	4.47µM*	7.7%	?	0.338µM*	-13.8%

Screens (PubChem BioAssay)

A portion of the library. The share of hits here may be higher or lower than overall.
